Assay outcomes as filed in PubChem BioAssay.
MEKK2mut PB1 HTS: signal of MEK5 binding to mutant human MEKK2 PB1 domain. bead flow cytometry, Alexa488-MEK5 binding to MEKK2 mutant. percent response, % at 10 µM. hit rate 0.35% among 290,000; in the data active = percent response above about 24%, passing the limit was not always enough; note: inactives centre near 1; some results filed as inactive read as strong as hits
IMP-1 inh: blocks Pseudomonas aeruginosa IMP-1 metallo-beta-lactamase; purified IMP-1, nitrocefin hydrolysis, epi-absorbance fluorescence; inhibition, % at 5.6 µM; hit rate 0.45% among 290,000; AID 1556;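 active = inhibition above the mean plus 3 SD of all compounds in the same screening run, cut at about 4.5% in these data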;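 note: 0% = IMP-1 with DMSO and 100% = DMSO wells lacking enzyme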
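system = purified recombinant IMP-1 beta-lactamase | amount = 0.2 nM IMP-1, as dispensed | medium = HEPES buffer pH 7.1 with ZnSO4 and Brij 35 | times = 25 °C, 15 min preincubation, 25 min reaction | detection = plate fluorescence quenching by hydrolysis product, ex 480/em 530 nm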
NS3 helicase inh: blocks Hepatitis C virus NS3 helicase unwinding. NS3 helicase DNA unwinding, Cy5 molecular beacon fluorescence. inhibition, % at 10.9 µM. hit rate 0.56% among 290,000. AID 1800;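 active = inhibition above the mean of all tested compounds plus 3 SD, set per campaign, cut at about 35% in these data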;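 note: 0% = DMSO wells and 100% = thioflavine S control wells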
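test system = hepatitis C virus NS3 helicase domain fragment enzyme | reagent = annealed dual-labelled DNA beacon duplex, ATP-started | times = 1 h at 25 °C | detection = Cy5 fluorescence, 0 and 60 min reads | read-out basis = percent inhibition from t60/t0 fluorescence ratio | control set = DMSO and thioflavine S | replication = one well per compound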
FID counter: counter-screen for HCV NS3 helicase inhibitors: DNA intercalator displacement | inhibition, % at 7.9 µM | DNA fluorescent intercalator displacement, fluorescence | hit rate 0.17% among 290,000; in the data active = inhibition above about 37%;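 note: 0% = vehicle and 100% = reference compound; higher means more ethidium bromide displaced from hairpin DNA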
M18AAP inhibitor: PfM18AAP enzyme inhibition; recombinant PfM18AAP, H-Glu-NHMec fluorogenic cleavage; inhibition, % at 7.35 µM; hit rate 1.2% among 290,000;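 active = inhibition above the campaign mean inhibition over all tested compounds plus 3 SD, cut at about 28% in these data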;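 note: 0% = plate median of test compound wells and 100% = 2 mM ZnCl2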
NALP1 inh: NALP1 inhibition | hit rate 0.61% among 280,000 | S. cerevisiae NALP1/ASC/caspase-1 growth, X-gal OD620, 72 h | inhibition, % at 10 µM; in the data active = inhibition mostly above about 24%, no sharp cut-off; inactive = mostly below about 32%; note: some compounds called inactive have numbers as strong as hits
VIM-2 inhibitor: blocks Pseudomonas aeruginosa VIM-2 metallo-beta-lactamase | purified VIM-2, nitrocefin hydrolysis, epi-absorbance fluorescence | inhibition, % at 5.6 µM | hit rate 0.89% among 290,000;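 active = inhibition above the mean of all tested compounds plus 3 SD, cutoff set per screening run, cut at about 7.5% in these data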;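 note: red hydrolysis product quenches plate fluorescence so inhibitors raise well fluorescence; 0% = enzyme with DMSO and 100% = DMSO without enzyme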
MEKK2wt PB1 HTS: raises or lowers MEK5 binding to wildtype human MEKK2 PB1 domain | bead flow cytometry, Alexa488-MEK5 binding to MEKK2 WT; actives lie on both sides | AID 1531 | hit rate 1.1% among 290,000 | Q9Y2U5 | binding response (% of control), % at 10 µM; in the data active = binding response below about 67% or above about 130%
SUMO HTRF inh: SUMOylation inhibition. P63279. HTRF SUMOylation assay, SAE1/SAE2 + UBC9, in vitro. inhibition, % at 35 µM. hit rate 0.36% among 290,000. AID 2006; in the data active = inhibition above about 50%, passing the limit was not always enough; note: strong numbers were not always called active
Target sequence (P63279 whole entry, looked up): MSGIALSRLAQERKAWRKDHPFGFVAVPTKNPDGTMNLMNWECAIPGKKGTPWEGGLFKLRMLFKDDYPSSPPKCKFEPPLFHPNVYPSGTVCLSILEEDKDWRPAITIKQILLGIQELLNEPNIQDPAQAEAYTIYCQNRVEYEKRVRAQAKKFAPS
Starred values were filed as active, the others as inactive; · = no result given.

A first look, 6 compounds:
SMILES	MEKK2mut PB1 HTS	IMP-1 inh	NS3 helicase inh	FID counter	M18AAP inhibitor	NALP1 inh	VIM-2 inhibitor	MEKK2wt PB1 HTS	SUMO HTRF inh
O=C(Nc1ccc(S(=O)(=O)N2CCOCC2)cc1)c1ccc(Cl)s1	1	-1.5	-5	3	-13	7	-1.1	92	13
COc1ccc(NC(=O)/C(C#N)=C/c2ccc(OCCN3CCOCC3)c(OC)c2)c(OC)c1	-1	-2.0	-6	-3	0	15	-0.9	103	15
COc1ccc(OCC(=O)Nc2nc3ccc(NC(C)=O)cc3s2)cc1	-3	-3.2	0	-10	-5	5	-3.0	101	-46
c1ccc2c(c1)OCC(c1nn3cnnc3s1)O2 (stereo not drawn)	-3	-3.3	-4	-1	55*	6	-1.7	95	24
CCc1c(C)sc(NC(=O)C2CCCCC2C(=O)O)c1C(N)=O (stereo not drawn)	7	-5.1	2	-10	27	10	0.4	119	15
COc1ccc2sc(N(CCN(C)C)C(=O)/C=C/c3cccs3)nc2c1	17	-2.7	-27	4	4	-29	-0.7	132	-7

All compounds of this part, previewed entries included:
SMILES	MEKK2mut PB1 HTS	IMP-1 inh	NS3 helicase inh	FID counter	M18AAP inhibitor	NALP1 inh	VIM-2 inhibitor	MEKK2wt PB1 HTS	SUMO HTRF inh
O=C(Nc1ccc(S(=O)(=O)N2CCOCC2)cc1)c1ccc(Cl)s1	1	-1.5	-5	3	-13	7	-1.1	92	13
COc1ccc(NC(=O)/C(C#N)=C/c2ccc(OCCN3CCOCC3)c(OC)c2)c(OC)c1	-1	-2.0	-6	-3	0	15	-0.9	103	15
COc1ccc(OCC(=O)Nc2nc3ccc(NC(C)=O)cc3s2)cc1	-3	-3.2	0	-10	-5	5	-3.0	101	-46
c1ccc2c(c1)OCC(c1nn3cnnc3s1)O2 (stereo not drawn)	-3	-3.3	-4	-1	55*	6	-1.7	95	24
CCc1c(C)sc(NC(=O)C2CCCCC2C(=O)O)c1C(N)=O (stereo not drawn)	7	-5.1	2	-10	27	10	0.4	119	15
COc1ccc2sc(N(CCN(C)C)C(=O)/C=C/c3cccs3)nc2c1	17	-2.7	-27	4	4	-29	-0.7	132	-7
CCN(CCCNC(=O)CNC(=O)Cn1cnc2ccccc2c1=O)c1ccccc1	6	-1.6	-11	-14	11	-2	0.2	105	8
O=C(COC(=O)c1cccnc1Nc1ccccc1F)NCCN1C(=O)CSC1=O	-3	3.1	2	-10	4	-3	-1.8	96	5
O=C(O)CCn1ncc2ccccc2c1=O	3	-3.1	-5	2	0	-8	-4.3	107	2
CCN1C(=O)/C(=C2/Sc3ccc(OC)cc3N2C)SC1=Nc1cccc(O)c1	4	0.3	12	-14	-4	12	-1.3	98	8
CCS(=O)(=O)Nc1ccc(C(=O)c2ccccc2)cc1	6	-3.4	-4	-3	-2	8	-1.1	99	18
c1ccc(C(c2nnnn2Cc2cccs2)N2CCN(C3CCCC3)CC2)cc1 (stereo not drawn)	3	-0.1	-13	8	0	38	2.4	105	-6
CCOC(=O)C1CCCN(C(=O)c2ccccc2NC(=O)C2=C(C)OCCS2)C1 (stereo not drawn)	1	-2.8	-8	-14	-17	22	0.4	98	20
O=C(CN1CCCCC1)N1c2ccccc2Oc2ccccc21	1	-0.5	4	5	-9	9	0.1	104	4
O=C(Cc1ccccc1)N/N=C/c1ccc(OC(=O)/C=C\c2ccco2)cc1	-3	-0.7	0	1	2	-4	0.2	93	36
CCC(=O)Nc1nc2ccc3nc(C)sc3c2s1	-4	-2.3	-7	-8	-1	·	-2.6	105	-4
Nc1ccc2nc(SCC(=O)c3ccccc3)sc2c1	6	-2.6	-6	-2	7	·	-3.2	107	6
O=C(c1ccc(=O)oc1)N1CCC(C(O)(c2ccccc2)c2ccccc2)CC1	4	-2.8	13	11	-5	10	-1.4	105	-18
CCC1Sc2ccc(S(=O)(=O)CCC(=O)Nc3c(Cl)cc(OC)cc3OC)cc2NC1=O (stereo not drawn)	1	-0.9	-18	-28	-5	0	-3.0	102	·
CC(C)C1S/C(=N/N=C/c2ccco2)NC1=O (stereo not drawn)	3	-2.5	14	-3	9	17	-11	103	28
CNCCCNCc1ccc(SC)cc1	3	3.3	1	-2	-5	4	-1.4	106	-4
COc1nc(N(C)C)nc(N2CC(=O)N(CCNS(=O)(=O)c3ccc(C)cc3)C2=N)n1	-2	-0.8	10	-15	-3	30	2.3	99	-11
Cc1ccc(C(=O)N/N=C\c2ccc[nH]2)cn1	5	-4.0	-3	-3	3	-18	-4.2	107	20
COC(CNc1nc(SC)nc2sc3c(c12)CCN(C)C3)OC	6	-1.7	-1	2	12	-17	1.9	98	12
CC1CCN(C(=O)C2CCN(S(=O)(=O)c3cc(Cl)ccc3Cl)CC2)CC1	1	-2.8	4	-18	-3	·	-2.1	103	18
Cc1ccc(N2C(=O)CC(NNc3nc4ccccc4s3)C2=O)cc1C (stereo not drawn)	-1	-1.6	8	-24	-1	21	-2.4	100	-14
CCn1c(SCC(=O)Nc2ccccc2F)nnc1-c1cnccn1	4	-1.6	1	-12	-1	4	-1.1	102	-5
C=CCn1c2c(c(=O)[nH]c1=S)CN(C(C)c1ccccc1)CN2 (stereo not drawn)	3	-2.4	-7	-7	-2	-45	-0.6	102	17
Cc1c(/C=N/NC(=O)c2ccc3c(c2)OCO3)cnn1C	5	-2.4	-1	-5	-7	-2	-4.0	104	1
Cc1cc(-c2ccc(C)c(S(=O)(=O)N3CC(=O)Nc4ccccc43)c2)on1	2	-2.0	0	-23	1	22	-0.6	106	14
CC(C)c1ccc(N2C(=O)C(Cl)=C(N3CCOCC3)C2=O)cc1	3	-0.7	3	-22	38*	25	-3.4	106	-2
O=C1c2ccccc2C(=O)N1c1ccc(S(=O)(=O)N2CCCCC2)cc1	9	-3.9	-4	-12	0	9	-2.4	107	13
CC(C)Oc1ccccc1/C=N/NC(=O)C1CCCC1	0	-3.1	-1	-33	6	12	-2.9	98	8
COc1ccc(CN2CCC(Oc3ccc(C(=O)N4CCCC4)cc3)CC2)c(F)c1	2	2.8	-6	2	-3	8	-1.1	110	2
COc1ccc(-c2[nH]ncc2CN2CCCC(C(=O)c3cccc(OC)c3)C2)cc1 (stereo not drawn)	-6	-1.8	-18	1	-4	12	0.8	99	-2
CC(=O)c1csc(COc2cc(Cl)cc(Cl)c2)n1	-2	-3.2	9	-10	1	·	-2.8	97	16
O=C(COC(=O)c1ccc(Cl)s1)c1ccc[nH]1	-2	-2.7	8	3	3	-3	-2.0	100	11
Cc1cc(=O)oc2cc(NC(=O)Cc3ccccc3[N+](=O)[O-])ccc12	1	1.0	8	6	-3	16	-0.6	106	15
Fc1ccccc1CN1CCN(c2ncccn2)CC1	0	-0.2	7	-3	2	14	-2.0	99	6
COC(=O)Nc1cc(C(=O)c2ccc(Cl)cc2Cl)c[nH]1	8	0.3	10	-6	1	0	-1.5	104	19
COc1ccccc1NC(=O)c1ccc(NC(=O)COC(=O)C(C)C)cc1	-2	1.2	-1	-11	1	13	1.3	96	-7
COCC(=O)Nc1cccc2ccccc12	3	-1.2	1	3	2	16	-0.7	106	-10
Cc1ccc(NC(=O)N2CCC(C(=O)NCc3ccc(F)cc3)CC2)cc1	-2	-0.6	-3	-11	-1	-1	-1.8	99	2
COc1ccccc1-c1nnc(NC(=O)Cc2ccccc2)o1	-1	-3.4	9	-15	-9	21	-2.1	100	12
O=C(O)c1cccc(C(=O)Cc2ccccc2)c1	-8	-1.4	6	2	-2	29	0.9	84	22
Cc1ccccc1-n1c(SCC(=O)N2CCOCC2)nc(O)c(Cc2ccccc2)c1=O	-3	5.2*	2	-27	0	27	-1.2	89	13
Cc1cccc(OCCC(=O)Nc2ccc(Cl)cc2F)c1	3	-2.0	-1	-12	1	11	-1.6	104	0
CC1(OC(=O)C2CCCC2)C(=O)C=C2C=C(c3ccsc3)OC=C2C1=O (stereo not drawn)	-1	·	·	·	·	1	·	101	9
COc1ccccc1CNC(=O)C1CC(c2c(Cl)cccc2Cl)=NO1 (stereo not drawn)	-2	-0.9	-11	-16	2	11	1.1	98	14
CC(C)(O)C#Cc1ccc(C(=O)NCc2ccccc2F)cc1	-3	-0.9	6	-6	0	38	-2.4	92	1
CC(C)c1ccc(NC2CCCN(C(=O)CCN3CCOCC3)C2)cc1 (stereo not drawn)	4	-1.2	-3	1	-2	19	0.6	104	18
COc1ccccc1N1CCN(C(=O)CCc2ccccc2)CC1	3	-0.1	6	-26	-1	3	-1.8	108	-2
CCN(CC)CCNC(=O)C12CC3CC(CC(C3)C1)C2	12	-1.3	1	3	2	8	-0.9	99	0
CCN(CC(=O)Nc1ccc2c(c1)OCO2)Cc1nc2ccccc2c(=O)[nH]1	-6	-1.0	8	-5	2	-19	-2.6	92	8
Cc1cc(OC(=O)C(C)(C)C)c([N+](=O)[O-])c(=O)[nH]1	-10	-3.1	-1	-10	-13	34*	-2.8	87	10
COc1ccc([C@@H]2[C@H]3C(=O)N(c4cccc(C(F)(F)F)c4)C(=O)[C@H]3ON2C)cc1	7	-2.9	-3	-11	0	·	-0.6	110	-7
COc1ccc(/C(O)=C2/C(=O)C(=O)N(CCN3CCOCC3)C2c2ccccn2)cc1OC (stereo not drawn)	0	-2.9	-8	-13	-8	21	2.5	101	-51
COC(=O)c1cccc(NS(C)(=O)=O)c1	-5	-1.1	-4	-2	-6	19	-1.0	95	16
Cc1c(C)c2ccc(O)c(CN3CCCC3)c2oc1=O	-7	0.2	2	-1	1	36	0.1	101	38
COc1ccc(Sc2cc(C(F)(F)F)nc(-c3ccccn3)n2)cc1	2	-3.7	0	-10	-1	6	-0.1	95	10
The list goes on.
SMILES	MEKK2mut PB1 HTS	IMP-1 inh	NS3 helicase inh	FID counter	M18AAP inhibitor	NALP1 inh	VIM-2 inhibitor	MEKK2wt PB1 HTS	SUMO HTRF inh
CS(=O)(=O)Nc1ccccc1NS(C)(=O)=O	-35	-1.9	4	6	10	·	0.3	77	-3
CCCCOc1ccc(C(=O)NC(=S)Nc2ccc(CN3CCOCC3)cc2)cc1	0	-0.8	-6	-6	0	25	-2.8	98	2
Cc1cc(C)n2nc(C(=O)N/N=C/c3cn(C)nc3C)nc2n1	·	-3.1	-1	-10	3	4	-2.6	·	7
COc1ccccc1N1CCN(Cc2cccs2)CC1	-7	-2.5	-4	5	4	-8	-0.9	88	-2
Cc1cc(C)cc(N(CC(=O)Nc2ccc(-c3nc4ccc(C)cc4s3)cc2)S(C)(=O)=O)c1	10	-4.5	3	-4	2	30	-2.7	109	-8
CCc1c(C(=O)N2CCN(c3ccccc3F)CC2)[nH]c(C)c1C(C)=O	-2	-0.9	-2	-22	0	13	-2.8	86	18
COc1cc(OC)cc(C(=O)Nc2c(F)cccc2F)c1	1	-1.7	-3	3	0	-60	-3.5	105	0
CCC(C)Sc1cc(C(F)(F)F)c(C(=O)Nc2ccc(Cl)cc2)cn1 (stereo not drawn)	2	-2.2	3	-6	2	-4	-2.9	111	-3
C=CCNC(=O)CC1Nc2c3ccccc3nc(=S)n2C1=O (stereo not drawn)	-2	-2.5	1	-6	0	-17	-3.1	96	7
N/C(Cc1ccc(Cl)cc1)=N\OC(=O)Cc1ccc([N+](=O)[O-])cc1	11	-0.8	-1	2	-8	29	0.8	106	-5
